CDK5 inh: inhibitors of human CDK5/p35 kinase; hit rate 0.01% among 330,000; Recombinant CDK5/p35, ADP-Glo luminescence, 60 min; Q00535+Q15078; inhibition, % at 10 µM; AID 488839;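 active = highest replicate inhibition of at least 50% and at least 75% of replicates reaching 50%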;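 also: plate controls were DMSO neutral control for no effect and GW8510 at 10 µM for full effect; many of its hits are not listed in these tables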
Target sequence (Q00535 whole entry, looked up): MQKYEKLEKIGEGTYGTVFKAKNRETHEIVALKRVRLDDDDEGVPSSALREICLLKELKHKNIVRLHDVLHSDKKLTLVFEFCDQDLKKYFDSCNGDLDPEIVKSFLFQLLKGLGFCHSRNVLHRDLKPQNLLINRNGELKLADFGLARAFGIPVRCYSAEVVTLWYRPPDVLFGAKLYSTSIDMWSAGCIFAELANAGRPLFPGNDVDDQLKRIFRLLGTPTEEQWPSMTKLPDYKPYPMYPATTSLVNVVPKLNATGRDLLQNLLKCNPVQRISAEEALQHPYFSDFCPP
Target sequence (Q15078 whole entry, looked up): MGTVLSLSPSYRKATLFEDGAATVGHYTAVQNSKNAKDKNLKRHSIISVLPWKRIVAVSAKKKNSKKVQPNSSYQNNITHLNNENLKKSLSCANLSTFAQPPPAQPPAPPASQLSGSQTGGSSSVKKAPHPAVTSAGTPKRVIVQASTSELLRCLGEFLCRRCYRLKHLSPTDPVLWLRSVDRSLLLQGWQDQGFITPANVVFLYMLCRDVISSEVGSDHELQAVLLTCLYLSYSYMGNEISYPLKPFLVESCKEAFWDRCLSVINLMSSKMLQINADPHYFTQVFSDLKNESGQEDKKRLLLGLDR
phage Ecoli inh: E. coli growth loss with phage present; growth absorbance; inhibition, % at 11.9 µM; hit rate 0.26% among 360,000; in the data active = inhibition above about 11%
PKA-R1A activ: activators of PKA-R1A complex | P00514+P68181 | activation, % at 11.4 µM | PKA-R1A dissociation, Cy5-IP20 fluorescence polarization; scaled: DMSO 0%, 113 µM cGMP 100% | hit rate 0.083% among 340,000;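 active = percent activation above the mean of all tested compounds plus 3 SD, cut at about 19% in these data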;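 also: higher means more PKAc released from R1A so a rise in polarization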
HTR5A ag: HTR5A agonism, opioid heterodimer counter-screen | HTR5A agonist assay, luminescence, cell-based | AID 504692 | hit rate 0.61% among 340,000 | P47898 | activation, % at 9.3 µM; in the data active = activation mostly above about 9.5%, no sharp cut-off; inactive = mostly below about 7.6%;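 also: 0% = cells with vehicle only and 100% = reference agonist; strong numbers were not always called active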
Target sequence (P47898 whole entry, looked up): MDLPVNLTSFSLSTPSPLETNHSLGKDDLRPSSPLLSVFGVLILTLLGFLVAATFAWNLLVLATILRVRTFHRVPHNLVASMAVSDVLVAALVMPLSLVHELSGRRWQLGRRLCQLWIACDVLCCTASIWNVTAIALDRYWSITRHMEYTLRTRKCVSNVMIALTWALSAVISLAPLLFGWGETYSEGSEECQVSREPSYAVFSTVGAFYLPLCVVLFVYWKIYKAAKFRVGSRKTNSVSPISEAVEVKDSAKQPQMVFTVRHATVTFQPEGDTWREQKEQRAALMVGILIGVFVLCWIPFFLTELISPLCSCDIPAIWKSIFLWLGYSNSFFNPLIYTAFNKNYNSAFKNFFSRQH
HTR5A inv ctr: inverse agonist of human HTR5A in OPRM1-OPRD1 counter-screen | HTR5A cell line, luminescence, inverse agonism | inhibition, % at 9.3 µM | P47898 | hit rate 0.083% among 340,000; in the data active = inhibition mostly above about 23%, no sharp cut-off; inactive = mostly below about 18%;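 also: 0% = cells with DMSO and 100% = no-cell wells with DMSO; some compounds called inactive have numbers as strong as hits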
E coli growth: bacterial growth inhibition, counter-screen for AddAB inhibitors; hit rate 0.27% among 330,000; inhibition, % at 11.9 µM; E. coli V3065 growth, OD600 absorbance, 18 h;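 active = inhibition above the campaign's mean inhibition across all tested compounds plus 3 SD, cut at about 9.9% in these data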;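 also: uninfected addAB+ strain grown without phage in ampicillin broth; 0% = DMSO wells and 100% = ciprofloxacin 0.95 µg/ml wells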
AddAB inh: less growth of phage-infected E. coli with AddAB; E. coli expressing H. pylori AddAB, absorbance growth; inhibition, % at 11.9 µM; hit rate 0.29% among 330,000; in the data active = inhibition above about 12%;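 also: 0% = vehicle wells of infected cells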
PKA-R2B act: PKA-R2B complex activation. activation, % at 11.4 µM. PKA-R2B holoenzyme dissociation, Cy5-IP20 fluorescence polarization; R2B truncated from residue 108, S112A mutant; 0% DMSO only, 100% 113 µM cGMP. hit rate 0.079% among 340,000. P22694+P31323;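 active = activation above a cutoff set at the mean over all compounds plus 3 SD, cut at about 18% in these data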;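 also: higher means more holoenzyme dissociation and a rise in polarization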
Tat transport: blocks Tat-dependent protein export in E. coli. inhibition, % at 10 µM. AID 488895. hit rate 0.036% among 340,000. E. coli MC4100 TorA-mCherry Tat export, fluorescence;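 active = mean replicate inhibition at least 50% and at least half of replicates individually reaching 50%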;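 also: exported cargo escapes ClpAP degradation while cytoplasmic cargo is degraded and loses fluorescence; 0% = median of neutral control wells and 100% = median of NaSCN control wells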
SUMO Mot1 rescue: blocks SUMOylation pathway, rescuing yeast Mot1-301 growth. S. cerevisiae Mot1-301 growth rescue, ATP luminescence, 38.5C; percent above DMSO median, 100 means doubled. growth rescue, % at 18.8 µM. hit rate 1% among 320,000;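 active = every valid replicate shows activation above 250% relative to neutral control wells; inactive = the rest, any valid replicate at or below 250%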;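 also: OY570 slx delta 5 strain wells were the positive control but not used for scaling; some compounds called inactive have numbers as strong as hits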
DAGLB inh: diacylglycerol lipase beta (human) inhibition; Q8NCG7; HEK293T DAGLB membrane lysate, EnzChek fluorogenic substrate; inhibition, % at 5.17 µM; hit rate 0.059% among 340,000; AID 504411; in the data active = inhibition above about 34%;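 also: 0% = enzyme with vehicle and 100% = wells lacking enzyme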
* hit, by the source's call; nt = not tested or not shown.

SMILES	CDK5 inh	phage Ecoli inh	PKA-R1A activ	HTR5A ag	HTR5A inv ctr	E coli growth	AddAB inh	PKA-R2B act	Tat transport	SUMO Mot1 rescue	DAGLB inh
CC1(C)CC(NS(=O)(=O)c2ccccc2)CC(C)(C)N1	0.0	2.8	-5	2	-4	-1.4	-0.3	2	-4	129	0
Cc1noc(/C=C/N(C)C)c1S(=O)(=O)N(C)Cc1ccc(F)cc1	-3.7	4.2	6	1	6	-1.5	3.6	-5	6	5	4
CC1=CC(C)C(C(=O)O)C(C(=O)O)C1 (stereo not drawn)	1.2	3.6	-10	-1	7	-0.2	-0.3	-2	2	5	-1
CC1=Nc2ccccc2/C1=C/c1c(N)n2c(S(=O)(=O)CC(C)C)nsc2nc1=O	1.3	2.8	5	2	15	nt	nt	7	6	nt	18
COc1cc(C2CC(=O)Oc3cc(C)cc(C)c32)cc(OC)c1OC (stereo not drawn)	1.4	1.2	-2	0	0	0.9	1.7	-6	6	nt	-4
CCOC(=O)c1c(NC(=O)CSc2nc3ccccc3[nH]2)sc2c1CC(C)(C)NC2(C)C	-1.6	3.8	1	-6	17	-0.4	3.8	10	1	13	0
Cc1noc(C)c1S(=O)(=O)N(CC(=O)NCc1ccc(F)cc1)c1ccc(C(C)C)cc1	2.3	0.0	7	-1	-24	-0.2	-0.2	-9	-3	12	-6
CCCn1c(N)c(N(CCOC)C(=O)c2ccc(-c3ccccc3)cc2)c(=O)[nH]c1=O	2.2	-0.5	-11	-3	-2	0.7	-1.6	4	-6	-6	-2
Cc1nn(-c2ccccc2)c(C)c1N	0.9	2.6	-2	-5	1	-0.2	4.9	-2	-9	-7	-4
COc1ccccc1CNC(=O)C1CCCN(S(=O)(=O)c2cnc[nH]2)C1 (stereo not drawn)	0.3	2.3	-12	-2	5	-0.3	3.4	-3	-1	4	-1
COc1ccc(C(=O)Nc2ccc(S(=O)(=O)N3CCN(C)CC3)cc2)cc1[N+](=O)[O-]	1.0	4.6	-3	-2	6	-0.5	-1.2	-5	-3	8	-2
CN(c1ccccc1)S(=O)(=O)c1cc(C(=O)OCC(=O)c2c(N)n(C)c(=O)n(C)c2=O)ccc1Cl	-1.3	-0.3	-6	1	-1	nt	nt	10	5	nt	-1
C=CCN1C(=O)N(c2ccccc2)C(=O)C1CC(=O)Nc1ccc(OC)cc1 (stereo not drawn)	1.5	2.6	-8	3	-8	0.7	4.7	-2	0	241	1
COc1cccc(CNC(=O)C2CCCN(c3cnccn3)C2)c1 (stereo not drawn)	-1.6	4.0	-13	2	14	-2.5	1.1	-3	-7	16	1
Cn1c(C(=O)NCc2ccc3c(c2)OCO3)cc2sccc21	3.8	3.4	-8	-4	4	0.2	1.3	-9	1	-3	1
Cn1nnnc1SCC(=O)Nc1cccc(S(=O)(=O)N2CCCC2)c1	-1.2	0.9	10	1	-3	2.3	-1.1	-4	0	-11	2
Cc1ccc(C)c(CN2C(=O)CSc3ccc(C(=O)NCC(C)CN4CCC(C)CC4)cc32)c1 (stereo not drawn)	0.0	-0.1	5	5	0	0.7	2.2	-3	9	108	0
CN(C)Cc1ccccc1Sc1ccccc1Br	0.1	2.8	-8	0	-6	4.2	2.7	-13	-6	2	0
NC(N)=NS(=O)(=O)c1ccc(NC(=S)Nc2ccc(F)cc2)cc1	3.2	2.1	3	0	0	0.6	-1.8	1	-10	4	-1
CC(C)CCN(C)C1CCN(S(=O)(=O)c2ccc(F)cc2)CC1	0.2	2.1	0	-6	19	1.6	1.5	-3	10	10	0
Cc1ccccc1NC(=O)CN1C(=O)S/C(=C\c2ccc(-c3cc(C(=O)O)ccc3C)o2)C1=O	0.2	5.4	-12	4	-12	nt	nt	-1	3	nt	-1
COC(=O)C1C2C=CC3(CN(C4CCCC4)C(=O)C13)O2 (stereo not drawn)	1.2	0.9	9	2	-8	-1.8	-1.2	4	2	-2	-5
Cn1c(NCc2ccc(Cl)cc2)nc2ccccc21	0.7	3.7	2	-1	3	-2.3	-1.0	3	-10	149	0
COc1cc2c(cc1OC)C(C)N(C(=O)c1nccnc1C(=O)O)CC2 (stereo not drawn)	-0.1	0.8	-1	-3	-5	0.5	2.2	5	-9	-1	2
CCOC(=O)C1=C(C)N2C(=C(C#N)[C@@H]1c1ccc(C(=O)OC)cc1)SC[C@@]2(O)C(C)(C)C	-1.7	-1.2	-3	1	-17	-0.1	2.3	-3	3	nt	-15
COc1ccc(/C=C/c2c([N+](=O)[O-])c(=O)n(C)c(=O)n2C)c(OC)c1OC	0.1	4.3	-1	0	-1	0.4	1.9	0	-8	10	-2
CSc1ccc(/C=N/NC(=O)CN2CCN(Cc3ccc(Cl)cc3)CC2)cc1	0.2	3.0	-4	-1	5	-0.3	2.2	-10	-5	49	1
CCOc1ccc(NS(=O)(=O)c2ccc3c(c2)CCN3C(C)=O)cc1	1.8	3.7	2	1	-3	-0.5	-1.5	-4	-11	-7	1
O=C(CN1C(=O)c2ccccc2S1(=O)=O)NCCc1ccc(F)cc1	-0.1	3.1	9	-3	-4	0.5	1.3	-3	-2	-11	-4
COC(CNC(=O)CSCc1nc(-c2ccc(SC)cc2)oc1C)OC	-2.8	0.5	-2	1	8	0.3	-0.6	1	1	-1	1

Three records drawn at random from the list so far:
SMILES	CDK5 inh	phage Ecoli inh	PKA-R1A activ	HTR5A ag	HTR5A inv ctr	E coli growth	AddAB inh	PKA-R2B act	Tat transport	SUMO Mot1 rescue	DAGLB inh
CCOC(=O)C1=C(C)N2C(=C(C#N)[C@@H]1c1ccc(C(=O)OC)cc1)SC[C@@]2(O)C(C)(C)C	-1.7	-1.2	-3	1	-17	-0.1	2.3	-3	3	nt	-15
COc1ccc(/C=C/c2c([N+](=O)[O-])c(=O)n(C)c(=O)n2C)c(OC)c1OC	0.1	4.3	-1	0	-1	0.4	1.9	0	-8	10	-2
Cn1nnnc1SCC(=O)Nc1cccc(S(=O)(=O)N2CCCC2)c1	-1.2	0.9	10	1	-3	2.3	-1.1	-4	0	-11	2

Whole records, quoted from the list. Order of values: CDK5 inh	phage Ecoli inh	PKA-R1A activ	HTR5A ag	HTR5A inv ctr	E coli growth	AddAB inh	PKA-R2B act	Tat transport	SUMO Mot1 rescue	DAGLB inh
C=CCN1C(=O)N(c2ccccc2)C(=O)C1CC(=O)Nc1ccc(OC)cc1 (stereo not drawn) reads 1.5	2.6	-8	3	-8	0.7	4.7	-2	0	241	1
Cn1c(C(=O)NCc2ccc3c(c2)OCO3)cc2sccc21 reads 3.8	3.4	-8	-4	4	0.2	1.3	-9	1	-3	1
Cn1c(NCc2ccc(Cl)cc2)nc2ccccc21 reads 0.7	3.7	2	-1	3	-2.3	-1.0	3	-10	149	0
COC(=O)C1C2C=CC3(CN(C4CCCC4)C(=O)C13)O2 (stereo not drawn) reads 1.2	0.9	9	2	-8	-1.8	-1.2	4	2	-2	-5

The results go on.
SMILES	CDK5 inh	phage Ecoli inh	PKA-R1A activ	HTR5A ag	HTR5A inv ctr	E coli growth	AddAB inh	PKA-R2B act	Tat transport	SUMO Mot1 rescue	DAGLB inh
O=C(CCSCc1ccccc1Cl)NCc1ccco1	-17	1.8	-2	5	-13	-0.5	1.1	1	4	-8	-5
CCNC(=O)/N=C1/NC(=O)C(C(C)C)O1 (stereo not drawn)	0.3	0.9	-1	4	-15	2.1	5.3	1	1	-2	2
Cc1ccc(NC(=O)C(=O)c2c[nH]c3ccccc23)cc1	6.4	3.3	-4	3	-11	nt	nt	2	1	3	-8
COc1ccc([C@@H]2CC=C(C(=O)O)CN2S(=O)(=O)c2ccc(C)cc2)cc1OC	0.8	-0.8	-6	4	-10	-0.2	1.0	-3	-12	99	2
[O-][n+]1ccc(C(O)c2ccccc2)cc1 (stereo not drawn)	-0.1	1.6	4	2	8	-3.2	1.2	-4	-1	644	-3
N#Cc1ccc(CN2CCN(C(=O)CCNS(=O)(=O)c3ccc(F)c(F)c3)CC2)cc1	-2.1	-0.8	6	-3	7	1.6	1.3	-8	-2	9	1
Cc1occc1-c1nnc(SCC(=O)NCCc2ccccc2)o1	0.7	2.3	9	1	-2	-0.2	3.4	15	-6	23	0
Cc1ccc([N+](=O)[O-])cc1S(=O)(=O)NCc1cccnc1	0.1	-0.2	7	0	8	-0.3	3.4	5	-4	-10	-1
CCc1ccc(NC(=O)N(CCN(C)C)C(C)c2cccnc2)cc1 (stereo not drawn)	-1.4	2.5	-3	4	-12	-0.2	-0.9	-9	-15	-7	-2
Cc1cc(C)c(C)c(C(=O)C2OC(=O)C(C)(C)C(=O)C2(C)C)c1C (stereo not drawn)	1.1	3.1	11	2	-5	0.3	3.0	-5	0	-22	-6
O=C(O)c1cccc(NC(=O)C2CC(=O)N(Cc3ccccc3)C2)c1 (stereo not drawn)	1.1	1.1	-7	-10	25	0.5	0.5	-7	11	-2	-1
NS(=O)(=O)c1cc(C(=O)OCC(=O)N2CCOCC2)ccc1Cl	0.0	-0.7	-2	6	-17	-0.4	3.1	-14	-2	143	3
O=C(CCCSc1ccccc1)Nc1nc(-c2ccccn2)cs1	0.1	-0.9	4	0	4	-4.4	-6.9	-5	1	4	-2
O=C1C2CCCCN2C(=O)N1CCCCN1CCN(c2cccc(Br)c2)CC1 (stereo not drawn)	-0.3	1.2	2	3	-12	-1.4	2.7	2	5	73	0
COC(=O)c1ccc(CSc2nc3ccc(S(N)(=O)=O)cc3[nH]2)cc1	0.3	1.5	4	6	-13	4.0	5.4	-6	-7	3	0

Ordered by value in SUMO Mot1 rescue (descending): three from the list above
SMILES	CDK5 inh	phage Ecoli inh	PKA-R1A activ	AddAB inh	PKA-R2B act	Tat transport	SUMO Mot1 rescue	DAGLB inh
Cc1ccc(NC(=O)C(=O)c2c[nH]c3ccccc23)cc1	6.4	3.3	-4	nt	2	1	3	-8
O=C(CCSCc1ccccc1Cl)NCc1ccco1	-17	1.8	-2	1.1	1	4	-8	-5
Cc1ccc([N+](=O)[O-])cc1S(=O)(=O)NCc1cccnc1	0.1	-0.2	7	3.4	5	-4	-10	-1

Next section
SMILES	CDK5 inh	phage Ecoli inh	PKA-R1A activ	HTR5A ag	HTR5A inv ctr	E coli growth	AddAB inh	PKA-R2B act	Tat transport	SUMO Mot1 rescue	DAGLB inh
OCCN(Cc1ccccc1)Cc1cccc(F)c1	-1.5	0.9	0	3	-43	-1.1	2.1	-2	1	192	-2
Cc1ccc2[nH]c(=O)c(-c3nc4cc(C)ccn4c3NCc3ccco3)cc2c1	1.1	nt	7	6	0	-0.5	1.4	7	-8	-3	0
Cc1cccc(OCC(=O)Nc2ccc(N3CCN(C(=O)c4ccco4)CC3)cc2)c1	-2.4	2.4	-9	0	21	1.2	2.5	-9	-12	14	0
CCC(C)NCCCCOc1ccc(Br)cc1 (stereo not drawn)	-2.3	0.1	-7	3	-1	3.7	1.0	-13	13	33	-1
CC1CC(C)(C)NC(=S)N1CC(=O)N(C)Cc1ccccc1 (stereo not drawn)	-0.9	2.9	-15	-5	7	1.4	1.0	-2	-3	-15	-3

Screens as filed in PubChem BioAssay.
